# Screening results as filed in PubChem.
# cardiac RTF act – cardiac RTF calcium sensitization. P19429+P45379. IANBD-labeled TnC RTF fluorescence at EC20 calcium; 0% EC20 calcium, 100% full calcium. activation, % at 7.2 µM. hit rate 0.24% among 340,000. AID 493008;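 active = activation above the mean over all tested compounds plus 3 SD, cut at about 30% in these data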;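 note: rise in fluorescence read as greater calcium sensitivity of cardiac thin filaments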
# PKA-R2B act – activates the human PKA-R2B holoenzyme complex. PKA-R2B holoenzyme dissociation, Cy5-IP20 fluorescence polarization; R2B truncated from residue 108, S112A mutant; 0% DMSO only, 100% 113 µM cGMP. activation, % at 11.4 µM. hit rate 0.079% among 340,000. AID 504700;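 active = activation above a cutoff set at the mean over all compounds plus 3 SD, cut at about 18% in these data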;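 note: higher means more holoenzyme dissociation and a rise in polarization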
# CAL PDZ FP-1 – blocks peptide binding to human CAL PDZ domain. Q9HD26. purified CAL PDZ, TMR-peptide fluorescence polarization, 1 h. inhibition, % at 20 µM. hit rate 0.02% among 330,000. AID 504414;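 active = highest replicate inhibition of at least 40%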;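 note: plate controls were DMSO neutral control wells for no effect and unlabeled competitor peptide control wells for full effect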
#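 Assay system – tagged CAL PDZ protein CerCALP, purified · Timing – 1 h at RT · Compound – single point, 20 µM · Measured by – fluorescence polarization from S- and P-plane intensities, G-factor corrected · Evaluation – inhibition from polarization loss · Probe or stimulus – TMR reporter peptide T*-PRC34 · Buffer or medium – pH 7.4 phosphate-saline buffer, reducing agent, detergent, IgG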
# SR-BI uptake up – SR-BI HDL lipid transfer activation; hit rate 0.096% among 320,000; AID 504775; CHO ldlA[mSR-BI] cells, DiI-HDL uptake fluorescence, 3 h; 100 = double the neutral-control signal; activation, % at 12.5 µM;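 active = mean replicate activation of at least 60% and every replicate at or above 60%; inconclusive = mean or all-replicate condition met, but not both; inactive = mean below 60% and not all replicates reaching 60%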;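 note: 0% = median plate neutral-control signal and 100% = twice that signal; values of inactives mirror those of a sister screen read the other way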
#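 Test system: SR-BI-overexpressing, LDLR-lacking CHO cells. Measured by: DiI fluorescence, bottom read. Medium: Ham's F12 with 0.5% BSA, HEPES 25 mM, pH 7.4. Timing: 3 h uptake period with compound, 37 °C.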
# CAL PDZ FP-2 – inhibitors of human CAL PDZ peptide binding | inhibition, % at 24.9 µM | purified CAL PDZ, TMR-peptide fluorescence polarization, 1 h | Q9HD26 | hit rate 0.92% among 300,000 | AID 602252;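 active = mean inhibition of at least 30% with at least half of replicates also reaching 30%; inconclusive = no clear call, values can overlap the other calls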;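 note: 0% = DMSO neutral control and 100% = excess unlabeled competitor peptide PRC23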
# DAGLB inh – diacylglycerol lipase beta (human) inhibition. hit rate 0.059% among 340,000. Q8NCG7. inhibition, % at 5.17 µM. HEK293T DAGLB membrane lysate, EnzChek fluorogenic substrate; in the data active = inhibition above about 34%;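 note: 0% = enzyme with vehicle and 100% = wells lacking enzyme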
# Target sequence (Q8NCG7 whole entry, looked up): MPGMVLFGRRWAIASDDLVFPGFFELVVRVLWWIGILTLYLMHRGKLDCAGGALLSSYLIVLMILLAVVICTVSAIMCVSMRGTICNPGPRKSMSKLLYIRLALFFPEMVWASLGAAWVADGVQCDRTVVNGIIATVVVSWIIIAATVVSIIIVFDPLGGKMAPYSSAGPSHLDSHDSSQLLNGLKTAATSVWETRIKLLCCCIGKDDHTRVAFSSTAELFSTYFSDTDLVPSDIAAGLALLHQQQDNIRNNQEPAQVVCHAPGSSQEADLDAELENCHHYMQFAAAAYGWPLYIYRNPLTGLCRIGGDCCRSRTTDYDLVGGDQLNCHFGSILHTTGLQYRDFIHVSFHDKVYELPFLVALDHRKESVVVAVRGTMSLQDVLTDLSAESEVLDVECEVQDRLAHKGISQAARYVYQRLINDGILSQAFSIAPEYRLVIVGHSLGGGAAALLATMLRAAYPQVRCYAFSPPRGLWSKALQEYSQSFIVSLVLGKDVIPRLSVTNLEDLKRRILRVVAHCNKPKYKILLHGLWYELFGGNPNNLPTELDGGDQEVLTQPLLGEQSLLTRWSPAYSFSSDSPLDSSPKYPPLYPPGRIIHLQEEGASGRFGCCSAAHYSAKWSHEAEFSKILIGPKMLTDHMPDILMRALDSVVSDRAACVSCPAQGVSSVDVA
# Cardiac RTF inh – cardiac RTF calcium desensitization; inhibition, % at 7.15 µM; P19429+P45379; IANBD-labeled cardiac RTF, Ca2+ fluorescence; hit rate 0.12% among 340,000;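 active = inhibition above the mean inhibition of all tested compounds plus 3 SD, cut at about 17% in these data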;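 note: assay run at fixed EC70 calcium of 1.6 mM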
# Keap1 Nrf2 FP – Keap1-Nrf2 (human) interaction inhibition | Keap1 Kelch-Nrf2 peptide fluorescence polarization, 1536-well | AID 504523 | hit rate 0.15% among 340,000 | inhibition, % at 9.4 µM; in the data active = inhibition above about 12%; inconclusive = no clear call, values can overlap the other calls; inactive = below about 7.3%;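 note: human Keap1 Kelch domain with fluorescein labeled Nrf2 9mer peptide probe; 0% = neutral control wells and 100% = peptide positive control; higher means more block of Keap1 binding to Nrf2 peptide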
# C-LANA FP – blocks KSHV LANA C-terminal domain binding to DNA; MBP-C-LANA/FAM-LBS DNA binding, fluorescence polarization; inhibition, % at 9 µM; hit rate 0.078% among 340,000; AID 504423;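 active = highest replicate inhibition at or above 60% at 9 µM, even if other replicates fall short; inactive = all replicates below 60% inhibition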;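 note: 0% = neutral control wells and 100% = 4 µM acridine orange control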
# Rtt109 HAT inh – C. albicans Rtt109 histone acetyltransferase inhibition; Q5AAJ8; purified Rtt109/Vps75, ThioGlo CoA-SH fluorescence, 4 h; inhibition, % at 34.9 µM; hit rate 0.16% among 330,000; AID 540336;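 active = inhibition of at least 50% in every replicate; inconclusive = best replicate reaches 50% inhibition but some replicates fall short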
# Target sequence (Q5AAJ8 whole entry, looked up): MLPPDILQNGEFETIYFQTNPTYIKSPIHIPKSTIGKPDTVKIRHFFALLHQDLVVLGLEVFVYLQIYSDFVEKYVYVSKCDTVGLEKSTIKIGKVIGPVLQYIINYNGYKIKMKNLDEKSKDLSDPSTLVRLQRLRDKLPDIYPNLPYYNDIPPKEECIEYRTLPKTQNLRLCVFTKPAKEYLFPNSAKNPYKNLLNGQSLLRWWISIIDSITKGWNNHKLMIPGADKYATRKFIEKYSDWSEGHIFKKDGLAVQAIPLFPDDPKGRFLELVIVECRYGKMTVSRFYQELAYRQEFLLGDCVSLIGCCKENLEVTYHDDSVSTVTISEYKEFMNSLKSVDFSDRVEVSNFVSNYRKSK
# Numbers without * were called inactive; ? = inconclusive; . = no result given. An excerpt; rates above refer to the full screens.
SMILES,cardiac RTF act,PKA-R2B act,CAL PDZ FP-1,SR-BI uptake up,CAL PDZ FP-2,DAGLB inh,Cardiac RTF inh,Keap1 Nrf2 FP,C-LANA FP,Rtt109 HAT inh
COCc1cc(OC(=O)N(C)C)nc2c1c(C)nn2C,-4,-2,-1.5,6,4,0,3,1,-1.3,-8
OC(CNC1CCCCC1)c1ccccc1 (stereo not drawn),1,-14,0.0,24,-2,-1,-15,-2,0.0,1
COc1cccc(C2(O)CCN(CC(=O)Nc3nc(C)cs3)CC2)c1,4,-25,-0.3,0,-3,1,-21,-1,-1.2,.
CC(=C1C(=O)c2ccccc2C1=O)N1CCN(CCN=Cc2c(O)n(C)c(=O)n(C)c2=O)CC1,-3,-2,-0.1,-3,-6,1,-9,0,0.8,2
Cc1ccc(/C=C2/C(=O)NC(=O)N(CCc3ccc(F)cc3)C2=O)s1,5,-8,2.0,6,-1,5,-6,-3,-1.3,-2
CNCC(O)c1cc(OCc2ccccc2)c(OCc2ccccc2)cc1F (stereo not drawn),3,-9,-0.6,-26,-3,0,6,-5,-1.4,-4
CC(C)OP(=O)(OC(C)C)C(O)c1ccccc1F (stereo not drawn),1,2,0.5,15,-3,1,-40,5,-1.1,7
CC1CCCN(C(=O)c2ccc(N3CC4CC(C3)c3cccc(=O)n3C4)c([N+](=O)[O-])c2)C1 (stereo not drawn),-6,4,0.2,-17,6,0,-3,-2,-0.1,-5
O=S(=O)(NC1CN2CCC1CC2)c1ccc(Cl)cc1 (stereo not drawn),-3,-3,-1.6,.,2,-4,8,-2,-1.9,2
CN1CCC2(CC1)N=C(c1ccc(F)cc1)C(=S)N2,8,-3,-1.2,22,-6,0,11,3,-0.4,.
O=C1C2CCN(CC2)[C@@H]1Cc1ccc2ccccc2c1O,-5,4,-0.3,25,-1,1,6,1,1.1,-4
C/C(=N\N1CCCCCC1)c1c(O)n(-c2ccc(Cl)cc2)c(=O)[nH]c1=O,5,-2,0.0,-21,11,-3,1,-5,-0.7,-7
Cc1ccc(-n2c(O)c(C=NCc3cccnc3)c(=O)[nH]c2=O)cc1C,6,-9,0.1,5,3,0,2,-4,0.3,-2
CN(C)C(=O)CSc1nnc([C@@H](N)Cc2ccccc2)o1,-3,1,-0.3,34,0,-1,-3,-1,2.6,19
CC(C)(C)C(=O)OCC12CCC(O1)C1(C)C(=O)OCC21 (stereo not drawn),-1,7,-3.5,32,0,-2,-7,-7,1.5,-3
CN1C(=O)/C(=C/c2cccn2-c2ccc3ccccc3c2)C(=O)NC1=S,-7,-1,0.0,-9,.,29,4,-3,2.5,-1
O=C(c1ccc2c(c1)OCO2)C1CCCN(CC2CCCCC2)C1 (stereo not drawn),0,-6,-1.5,18,78*,-2,-4,-2,-2.2,-6
CCOC(=O)c1ccccc1NC(=O)c1c(O)[nH]c(=S)[nH]c1=O,12,1,-0.3,27,-1,4,5,-7,3.1,-1
O=C1NC(=O)N(Cc2ccccc2Cl)C(=O)/C1=C/c1cccs1,6,-3,-0.4,8,-3,13,-4,-4,0.8,-30
ClC(Cl)(Cl)c1ccccc1,-5,7,0.6,8,-1,-1,4,1,-0.7,-18
O=C(Nc1ccc(F)cc1)OC1CN2CCC1CC2 (stereo not drawn),-1,-11,-0.8,11,-7,0,2,0,0.8,-13
O=C(O)c1cc(Oc2ccc(C(F)(F)F)cc2Cl)ccc1[N+](=O)[O-],-1,3,-0.7,0,3,2,12,-6,0.4,-6
COc1cc(/C=N/NC(=O)CN2CC(c3ccccc3)CC2=O)ccc1OC(=O)N(C)C (stereo not drawn),-6,5,.,5,-6,1,-1,-4,0.9,15
CC1(C)OC1COc1c2occc2cc2ccc(=O)oc12 (stereo not drawn),-5,0,0.6,3,0,-1,-31,-7,-0.9,-1
O=C(O)c1ccc(-n2c(O)c(/C=C3\C=Nc4ccccc43)c(=O)[nH]c2=O)cc1,0,2,.,12,-4,-2,0,-6,0.7,16
CC1CCCCC12C(=O)NC(=O)NC2=O (stereo not drawn),-5,-1,-1.1,25,2,-3,2,-2,1.3,4
O=C1NC(=S)NC(=O)C1=Cc1cccn1-c1ccc(O)cc1,2,2,-3.1,5,2,5,-10,1,13,-4
CP(=O)(Nc1ccc(Cl)cc1)c1nc2c(s1)CCCC2 (stereo not drawn),-2,7,-1.5,9,-1,-1,-6,-2,9.5,5
Cc1c(N)c(C)c([N+](=O)[O-])c(C)c1[N+](=O)[O-],-1,-6,-5.7,26,1,0,8,-2,-1.2,-3
NP(=O)(OCCCCc1ccccc1)Oc1ccccc1Cl (stereo not drawn),-8,-4,1.1,26,-5,39*,-6,0,-3.3,1

# 3 of the compounds above, bar-delimited:
Structure | cardiac RTF act | PKA-R2B act | CAL PDZ FP-1 | SR-BI uptake up | CAL PDZ FP-2 | DAGLB inh | Cardiac RTF inh | Keap1 Nrf2 FP | C-LANA FP | Rtt109 HAT inh
CC1(C)OC1COc1c2occc2cc2ccc(=O)oc12 (stereo not drawn) | -5 | 0 | 0.6 | 3 | 0 | -1 | -31 | -7 | -0.9 | -1
O=C(O)c1ccc(-n2c(O)c(/C=C3\C=Nc4ccccc43)c(=O)[nH]c2=O)cc1 | 0 | 2 | . | 12 | -4 | -2 | 0 | -6 | 0.7 | 16
CC1CCCCC12C(=O)NC(=O)NC2=O (stereo not drawn) | -5 | -1 | -1.1 | 25 | 2 | -3 | 2 | -2 | 1.3 | 4

# Carrying on:
SMILES,cardiac RTF act,PKA-R2B act,CAL PDZ FP-1,SR-BI uptake up,CAL PDZ FP-2,DAGLB inh,Cardiac RTF inh,Keap1 Nrf2 FP,C-LANA FP,Rtt109 HAT inh
Cn1c(O)c(/C=N/c2ncccn2)c(=O)n(C)c1=O,14,2,-1.7,13,.,1,-16,-14,-3.2,-6
O=P(O)(O)Cc1c(Cl)cccc1Cl,3,7,-1.8,23,-3,-1,-1,-3,2.0,1
CN(C)c1ccc(/C=C/C=C2/C(=O)NC(=O)N(c3ccccc3)C2=O)cc1,-3,-3,-1.5,2,-5,8,-4,-11,0.6,11
CC(C)(C)NS(=O)(=O)c1ccc(OCC(=O)N2CCN(Cc3ccccc3)CC2)cc1,1,-1,-0.9,-3,-3,0,-8,-1,0.3,-5
Cc1cc([N+](=O)[O-])c2ccccc2[n+]1[O-],1,-7,-0.1,15,-4,-5,6,-3,-0.6,6
O=C(N/N=C/c1c(O)n(C2CCCCC2)c(=S)[nH]c1=O)c1ccccc1O,-1,-1,-2.1,-130,-3,15,-4,-7,2.4,12
O=Cc1cn(Cc2ccccc2[N+](=O)[O-])c2ccccc12,-2,3,-3.3,-19,-3,3,-9,-5,-1.2,-4
CC(=O)N(C)CC#CCN1CCCC(CO)C1 (stereo not drawn),-8,-8,-0.8,5,1,-2,2,-4,0.7,1
CCOc1ccccc1N1C(=O)NC(=O)C(CCc2ccncc2)(CCc2ccncc2)C1=O,9,0,-2.0,21,1,0,-7,-4,-0.8,2
C=CCn1c(O)c(C=NCCN2CCOCC2)c(=O)[nH]c1=S,-3,-1,-1.2,26,0,-2,0,-1,-0.9,.
CCOC(=O)C(O)(c1ccc(NC(=S)NC(=O)c2ccc(Cl)cc2Cl)c(C)c1)C(F)(F)F (stereo not drawn),-13,-4,-0.4,-38,-2,-2,6,-3,0.6,-10
COc1ccc(OC)c(-n2c(O)c(C=Nc3c(C)n(C)n(-c4ccccc4)c3=O)c(=O)[nH]c2=O)c1,-3,2,-2.5,-3,-2,1,5,2,-0.8,-3
c1ccc2c3c([nH]c2c1)CNCC3,-5,3,-0.6,6,-3,1,-1,9,7.9,0
c1ccc(CN2CCc3nc4ccccc4cc3C2)cc1,-3,5,-0.6,5,-12,-2,-15,7,12,-2
COC(=O)C1=C(c2ccc(S(C)(=O)=O)cc2)C[C@@H]2CC[C@H]1N2C(=O)N1CCCC1,1,-9,0.1,15,-1,-1,-7,-3,-0.7,-7
CC(C)OC1CCCC(O)C1CC(=O)O (stereo not drawn),5,-2,0.8,0,8,-2,6,-2,-0.2,-3
C[C@]12CC[C@H](O)CC1=CC(=O)C1C2CC[C@]2(C)C(=O)CCC12 (stereo partly drawn),0,-4,-0.4,0,2,3,-5,4,-0.2,-15
O=C(c1ccc(-c2ccccc2)c(F)c1)C1CCCN(CCO)C1 (stereo not drawn),3,3,.,-8,5,0,8,0,-1.5,-3
Cc1nc2c(C(=O)N3CCC4(CC3)OCCO4)cnn2c(C)c1Cc1cccc(Cl)c1,0,-7,-1.8,-7,-8,0,8,2,-0.6,6
O=C1NC(=O)[C@]2(Cc3ccccc3N3CCN(c4ccccc4)CC32)C(=O)N1c1ccccc1 (stereo partly drawn),1,-10,-0.2,-12,.,8,-14,-4,0.9,8
Cc1cc(=O)oc2cc(OCC(=O)N3CCN(Cc4ccccc4)CC3)ccc12,-2,-5,0.0,3,9,-2,-4,-4,-0.9,-2
O=C1NC(=O)C2(Cc3ccccc3N3CCCC32)C(=O)N1c1ccccc1 (stereo not drawn),-3,-11,-0.3,-1,-5,1,-12,-2,3.5,-64
CC1CCC(C(C)C)C(OC(=O)Cn2c(COc3ccccc3)[n+](C)c3ccccc32)C1 (stereo not drawn),-2,-8,-1.2,.,-2,5,-11,4,1.9,?
S=P(N1CCOCC1)(N1CC1)N1CC1,0,-7,-0.2,13,-3,2,-13,5,2.1,3
COc1ccc(-n2c(-c3ccco3)nc3ccccc3c2=O)cc1,1,17,0.1,15,-1,-3,-4,-5,1.4,-4
CCOc1ccc(CN2CCCC(C(=O)c3ccccc3OC)C2)cc1 (stereo not drawn),-2,2,-17,21,-4,-3,-2,-1,-0.8,-4
CC(C)N1CCN(Cc2ccccc2C(F)(F)F)CC1CCO (stereo not drawn),0,-1,.,12,-4,-3,-3,-7,-0.4,-1
C/C1=C\[C@@H](C)C/C=C/[C@H]2[C@@H]3O[C@]3(C)[C@@H](C)[C@H]3[C@H](Cc4c[nH]c5ccccc45)NC(=O)[C@]32C(=O)/C=C/C(=O)[C@@H]1O,-6,-5,0.9,24,0,7,1,-11,0.8,13
CCN1CC2(COC(=O)c3ccccc3N)CCC(OC)C34C5CC6C(OC)CC(O)(C5C6OC)C(O)(C(OC)C23)C14 (stereo not drawn),4,4,-0.6,37,-3,0,-21,-2,0.3,-1
Cc1ccc(NC(=O)[C@@H](NC(=O)N2C[C@H]3C[C@@H](C2)c2cccc(=O)n2C3)C(C)C)cc1,1,-1,-0.9,26,-1,-4,2,-1,1.2,1
CCNCC(O)c1cccc(O)c1 (stereo not drawn),-4,4,1.3,8,1,0,14,-2,-0.3,-4
